# HCV inhibitor – qHTS Assay for Inhibitors of Hepatitis C Virus (HCV); Huh7.5.1 HCVcc-Cre infection, luciferase reporter, 44 h; Potency, µM (top dose mostly 41.8 µM), inactives show at the top dose activity change, negative = inhibition, hits mostly inhibitors; 340,000 compounds, 3.4% hits; further: potency means the concentration at half of the fitted maximal effect
#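 A cell-based infection assay in which seeded cells (1,000 per well) receive test compound after 4 h, are inoculated with HCVcc-Cre at approximately 0.5 moi, and are incubated 44 h before luminescence detection.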
# HCMV antiviral – qHTS Assay for inhibitors of the human cytomegalovirus (HCMV). 410,000 compounds, 4.5% hits. HFF cells, HCMV-luciferase reporter, 72 h; active compounds read low. activity change, negative = inhibition, % at 57.5 µM; in the data active means activity change below about -60%; inconclusive means no clear call, values can overlap the other calls; inactive means above about -39%
#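 HFF cells seeded 16 h at 37C, treated with compounds, infected with luciferase-reporter HCMV at MOI 1 PFU/cell; luciferase read at 72 h post infection, normalized to buffer-only and Salinomycin controls.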
# FBPA Giardia inh – qHTS Assay for Inhibitors of Fructose-1,6-bisphosphate Aldolase from Giardia Lamblia | AID 2451, 2010 | 290,000 compounds, 0.71% hits | Potency, µM (top dose mostly 59.6 µM), for inactives: at the top dose activity, negative = inhibition, usual class: inhibitors | purified Giardia FBPA | A8B2U2; further: potency means the concentration at half of the fitted maximal effect; nearly all actives have a fitted effect of over 55% in size
# Target sequence (A8B2U2 whole entry, looked up): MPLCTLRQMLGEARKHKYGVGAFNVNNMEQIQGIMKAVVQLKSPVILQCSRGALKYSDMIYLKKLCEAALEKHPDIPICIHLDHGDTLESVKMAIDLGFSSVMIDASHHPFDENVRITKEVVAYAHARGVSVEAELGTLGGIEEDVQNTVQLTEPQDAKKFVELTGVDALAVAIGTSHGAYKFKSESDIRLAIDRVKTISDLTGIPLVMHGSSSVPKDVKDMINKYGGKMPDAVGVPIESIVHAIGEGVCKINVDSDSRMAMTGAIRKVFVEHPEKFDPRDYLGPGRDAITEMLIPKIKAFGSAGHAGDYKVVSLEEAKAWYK
#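 Giardia FBPA (40 nM reagent) was preincubated 10 min at RT with compound (up to 57.5 uM final), then substrate plus GAPDH/TPI/NAD/arsenate coupling system with diaphorase/resazurin was added; resorufin fluorescence (525/598 nm) was read after 20 min.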
# Sm TGR block – qHTS Assay for the Inhibitors of Schistosoma Mansoni Peroxiredoxins; Schistosoma mansoni thioredoxin glutathione reductase (TGR), Q962Y6; purified TGR, DTNB reduction, TNB absorbance 405 nm; Potency, µM (titrated, usually from 114 µM), inactives show at the highest dose activity change, negative = inhibition, hits mostly inhibitors; 360,000 compounds, 3% hits; further: potency means the concentration at half of the fitted maximal effect; nearly all actives have a fitted effect of over 60% in size
#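 TGR 20 nM + NADPH 100 uM (dispensed conc.), cpd preinc 15 min RT; start with NADPH (500 uM addition) then DTNB (15 mM addition). Kinetic TNB absorbance, 405 nm filter. Four-parameter Hill fit across titration.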
# AmpC detergent – qHTS Inhibitors of AmpC Beta-Lactamase (assay with detergent). AmpC hydrolysis of nitrocefin, absorbance 480 nm, 0.01% Triton. Potency, µM (doses to about 114 µM), for the others: at the top dose activity change, negative = inhibition, usual class: inhibitors. 370,000 compounds, 0.041% hits. AID 485294, 2010;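 further: potency means the concentration at half of the fitted maximal effect; 0% = no-compound wells and -100% = no-enzyme wells; nearly all actives have a fitted effect of over 25% in size; some results filed as inactive show a strong effect at the top dose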
# Target sequence (P00811 whole entry, looked up): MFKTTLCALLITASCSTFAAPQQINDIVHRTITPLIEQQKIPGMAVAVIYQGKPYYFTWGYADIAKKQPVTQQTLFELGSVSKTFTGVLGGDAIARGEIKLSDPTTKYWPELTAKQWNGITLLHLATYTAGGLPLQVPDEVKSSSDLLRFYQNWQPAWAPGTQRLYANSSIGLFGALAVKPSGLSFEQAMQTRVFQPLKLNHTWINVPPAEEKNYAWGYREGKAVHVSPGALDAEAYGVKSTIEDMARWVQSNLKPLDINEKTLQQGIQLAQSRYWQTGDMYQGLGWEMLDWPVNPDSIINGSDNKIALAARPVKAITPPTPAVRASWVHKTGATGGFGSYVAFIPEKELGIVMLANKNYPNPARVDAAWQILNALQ
#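 20 mM phosphate pH 7.0 + 0.01% (detergent screen) or 0.0001% Triton X-100; 5.3 nM AmpC reagent; cpd preinc 15 min RT; nitrocefin (800 uM stock) to start; A480 q20 s × 4 min; Activity was normalised to no-enzyme and no-compound control wells.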
# AMA1 RON2 block – qHTS for Inhibitors of AMA1-RON; Towards Development of Antimalarial Drug Lead: Primary Screen; Potency, µM (doses to about 58.2 µM), for the others: at the highest dose activity change, negative = inhibition, hits mostly inhibitors; 360,000 compounds, 0.2% hits; AlphaScreen AMA1-biotinylated RON2 peptide binding; Plasmodium falciparum AMA1 (3D7) - RON2 peptide interaction;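 further: potency means the concentration at half of the fitted maximal effect; 0% = vehicle wells and -100% = peptide control; nearly all actives have a fitted effect of over 45% in size; some results filed as inactive show a strong effect at the top dose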
#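 AMA1 (3D7) with his tag at 25 nM final met compounds first, then biotinylated RON2 peptide at 25 nM; detection used donor plus acceptor beads, 10 µg/mL apiece, read by AlphaScreen after 30 min at room temperature.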
# * hit, by the source's call; ? = inconclusive; . = not tested or not shown; & = joins results of further samples; [ ] = dose if it differs, or a comment. Unless noted, the call rests on the fitted dose curve; in most records, active means well fitted curve in the direction sought with a large enough effect; inconclusive means small, poorly fitted or top-dose-only effect, or another doubt; inactive means no such curve, though single readings can be large; an effect the other way counts as inactive or inconclusive. Unless noted, on the % scale 0 is the no-effect control and ±100 the full control effect.
# Under each structure: HCV inhibitor, HCMV antiviral, FBPA Giardia inh, Sm TGR block, AmpC detergent, AMA1 RON2 block
> CC1CCC2C(=O)N(c3cccc(OS(=O)(=O)c4ccccc4)c3)C(=O)C2C1 (configuration not stated)
    29%, -35, 2%, 11%, ?, -15%
> Cc1cc(O)c(C(=O)/C=C/c2ccccc2Br)c(=O)o1
    -16%, -87*, 3%, -32%, -15%, 55%[activator]
> Cc1nc(N2CCCC2)ncc1C(=O)NCc1cccc(Cl)c1
    ., -10, ., -2%, -5%, .
> O=C(CCN=C1NS(=O)(=O)c2ccccc21)OCc1nnc(-c2ccccc2)o1
    8%, -8, ., -1%, 0%, 26%
> Cc1nc2ncnn2c(C)c1CCC(=O)NCc1ccc2c(c1)OCO2
    4%, 15, 3%, 5%, -6%, -1%
> CCn1cc(C(=O)O)c(=O)c2cc(F)c(N/N=C/c3ccccc3[N+](=O)[O-])cc21
    3%, -71*, 11%, -22%, -21%, 24%
> COc1ccc(NC(=O)c2cc3c(CO)cnc(C)c3oc2=Nc2cccc(F)c2)c(OC)c1
    -7%, -6, 0%, 3%, ?, -11%
> COc1cnc(SCc2c(Cl)cccc2Cl)nc1Cl
    ?, -4, 5%, 32%, -2%, 85%[activator]
> CC(=O)c1c(C)[nH]c(C(=O)CSc2nc3ccccc3c(=O)n2CCCO)c1C
    -29%, 7, -4%, -1%, -8%, -10%
> CC(=O)Nc1ccc(NC(=O)c2ccccc2F)cc1
    11%, 0, -2%, -2%, -14%, -2%

# Compounds listed so far that have a halogen (6):
# Under each structure: HCV inhibitor, HCMV antiviral, FBPA Giardia inh, Sm TGR block, AmpC detergent, AMA1 RON2 block
> Cc1cc(O)c(C(=O)/C=C/c2ccccc2Br)c(=O)o1
    -16%, -87*, 3%, -32%, -15%, 55%[activator]
> Cc1nc(N2CCCC2)ncc1C(=O)NCc1cccc(Cl)c1
    ., -10, ., -2%, -5%, .
> CCn1cc(C(=O)O)c(=O)c2cc(F)c(N/N=C/c3ccccc3[N+](=O)[O-])cc21
    3%, -71*, 11%, -22%, -21%, 24%
> COc1ccc(NC(=O)c2cc3c(CO)cnc(C)c3oc2=Nc2cccc(F)c2)c(OC)c1
    -7%, -6, 0%, 3%, ?, -11%
> COc1cnc(SCc2c(Cl)cccc2Cl)nc1Cl
    ?, -4, 5%, 32%, -2%, 85%[activator]
> CC(=O)Nc1ccc(NC(=O)c2ccccc2F)cc1
    11%, 0, -2%, -2%, -14%, -2%

# (more compounds)
# Under each structure: HCV inhibitor, HCMV antiviral, FBPA Giardia inh, Sm TGR block, AmpC detergent, AMA1 RON2 block
> COc1ccc(-c2nn(-c3ccccc3)cc2C2CC(c3cccs3)=NN2C(=O)CCCC(=O)O)cc1 (configuration not stated)
    21%, -10, -2%, 13%, 5%, 11%
> O=C(COC(=O)c1c(Cl)cccc1Cl)Nc1cccc(S(=O)(=O)NC2=NCCCCC2)c1
    -2%, -6, ., -9%, ?, -6%
> Nc1nonc1/C(=N/O)N1CCN(CCO)CC1
    6%, 13, 6%, 1%, -11%, 0%
> CCC(OC(=O)CC1Sc2ccccc2NC1=O)C(=O)NCC1CCCO1 (configuration not stated)
    6%, 30, 1%, 25µM*, -16%, 64%[activator]
> CN(C)c1ccc(Nc2ncnc3sc4c(c23)CCCC4)cc1
    ., -90*, ., -2%, 24%, .
> COc1ccccc1N1C(=O)CC(Sc2nc(C)cc(C)n2)C1=O (configuration not stated)
    -15%, -17, 3%, 0%, -2%, 11%
> Cc1c(CCC(=O)O)c(=O)oc2c(C)c(OCc3cc4c(cc3Cl)OCO4)ccc12
    14%, -19, 19%, 6%, -8%, 12%
> O=C(Nc1nccs1)[C@@H]1CCCN1S(=O)(=O)c1ccccc1F
    17%, -30, ., 0%, ?, -6%
> CCOc1ccc(C(=O)c2c(N)c(-c3nc(-c4ccc5c(c4)OCO5)cs3)c3ccccn23)cc1
    ., 7, ., -7%, 22%, .
> CCCCNC(=O)c1c(CSc2ccccc2)noc1C(=O)NCc1ccccc1
    -14%, 2, 1%, 4%, 2%, 22%
> COc1ccc(CNC(=O)c2cc3c(=O)[nH]c4ccc(C)cc4c3s2)c(OC)c1
    ., -17, ., 8%, 2%, .
> O=C(c1ccc(C(F)(F)F)cc1)C1CCCN(C(=O)Cn2cnnn2)C1 (configuration not stated)
    24%, -22, -1%, -19%, -10%, -8%
> COc1ccc(NC(=O)COC(=O)C2CCC(C(C)(C)C)CC2)c([N+](=O)[O-])c1 (configuration not stated)
    31%[activator], 11, -8%, -1%, ?, ?
> CC1=Nc2ccccc2/C1=C/c1c(N)n2c(S(=O)(=O)C(C)C)nsc2nc1=O
    15%, 69, 19%, -15%, 1%, -6%
> O=C(CSc1nnnn1-c1ccc(O)cc1)c1ccc(F)cc1
    29%, -26, 4%, 1%, 0%, -7%
> CCOC(=O)N1CCC(NC(=O)C2CCC(CNS(=O)(=O)c3ccc(OC)cc3)CC2)CC1 (configuration not stated)
    11%, ?, 5%, -34%, ?, 0%
> Cc1cc(=O)c2ccccc2n1CC(=O)NCc1ccccc1
    ?, -71*, 6%, 1%, -1%, 17%
> CC(C)OC(=O)c1cn(-c2ccccc2)nc1-c1ccc2c(c1)OCCO2
    ?, ?, -8%, -6%, -2%, 0%
> COc1ccc(OC)c(N=c2oc3c(OC)cccc3cc2C(=O)NCc2ccco2)c1
    2%, -22, -4%, 0%, ?, -11%
> Cc1nnn(C23CC4CC(CC(CC(=O)Nc5cccc(F)c5)(C4)C2)C3)n1
    -2%, -19, -17%, 1%, 0%, -8%

# Shown bar-delimited: entries from further up
Structure | HCV inhibitor | HCMV antiviral | FBPA Giardia inh | Sm TGR block | AmpC detergent | AMA1 RON2 block
Cc1cc(O)c(C(=O)/C=C/c2ccccc2Br)c(=O)o1 | -16% | -87* | 3% | -32% | -15% | 55%[activator]
CC(=O)Nc1ccc(NC(=O)c2ccccc2F)cc1 | 11% | 0 | -2% | -2% | -14% | -2%

# (more compounds)
# Under each structure: HCV inhibitor, HCMV antiviral, FBPA Giardia inh, Sm TGR block, AmpC detergent, AMA1 RON2 block
> CC(C)c1ccc(/C=C/C(=O)N2CCCCCC2)cc1
    -2%, 29, -3%, 4%, -12%, -4%
> COc1ccc(C)cc1-n1c(SCC(=O)Nc2cc(C)on2)nc2ccccc2c1=O
    -29%, -23, -4%, ., 5%, -8%
> Cc1nc2nc(NCc3cccc(Cl)c3)[nH]n2c(=O)c1Cc1ccccc1
    ., 13, ., 3%, 13%, .
> COc1cc(/C=C2/C(=N)N3C(=NC2=O)SN=C3S(=O)(=O)C(C)C)ccc1OC(=O)c1ccco1
    10%, 33, ., -21%, -3%, 2%
> CCOc1ccc(-c2nnc(N3CCOCC3)c3ccccc23)cc1
    ?, ?, 6%, -3%, 0%, -15%
> COc1ccc(COC(=O)C2=C(C)NC(=O)NC2c2ccc(OC)cc2)cc1 (configuration not stated)
    ?, -64*, 13%, 4%, ?, 1%
> O=C(C(Cc1ccccc1)NS(=O)(=O)c1cccc2nsnc12)N1CCC2(CC1)OCCO2 (configuration not stated)
    5%, -31, 2%, 0%, -11%, 12%
> CC(C)c1ccc(C(=O)NNC(=O)c2n[nH]c(=O)c3ccccc23)cc1
    6%, 0, ., -8%, -25%, 88%[activator]
> COc1ccc(C(=O)COC(=O)c2ccc3ccccc3n2)cc1
    13%, -6, 0%, -33%, 7%, -16%
> COc1cc(C(=O)Oc2cc(N)n(S(=O)(=O)c3ccccc3)n2)cc(OC)c1OC
    6%, 18, 2%, ?, -5%, 1%
> COC(=O)c1ccccc1NC(=O)Cn1cnc2cc(C)c(C)cc21
    ?, -28, -12%, -13%, -4%, 11%
> Cc1ccc2c(=O)cc(C(=O)Nc3sc4c(c3C(=O)NCC3CCCO3)CCC4)oc2c1 (configuration not stated)
    ., -11, ., 1%, 17%, .
> O=C(NCCNCC(O)COc1ccc(O)cc1)N1CCOCC1 (configuration not stated)
    0.32µM*, 26, -15%, ., ., 9%
> COc1cc(CNC2CCCCCC2)cc(OC)c1O
    -5%, 1, -8%, ?, -14%, 0%
> Cc1nn(CC(=O)Nc2ccc3nc4n(c(=O)c3c2)CCCC4)c(C)c1[N+](=O)[O-]
    -11%, -21, ., 0%, -6%, -4%
> Cc1nc2ccccc2c(=O)n1-c1ccccn1
    29%, -15, 3%, 3%, ?, 0%
> Cc1cc(C(=O)COC(=O)CCC(=O)c2ccc3c(c2)OCCO3)c(C)n1Cc1ccco1
    0%&6%, -1, 1%, -10%, 1%, -19%
> Fc1ccccc1CCNc1c2c(nc3ncnn13)CCCC2
    ?, -77*, 2%, 1%, -8%, 0%
> CCN(CC)C(=O)c1ccc(NC(=O)COC(=O)c2ccc(Cl)s2)cc1
    9%, 0, ., -16%, 0%, -6%
> CCN(CC(=O)Nc1ccc(OC)cc1)C(=O)CSCc1c(C)noc1C
    -6%, 0, ., 3%, 1%, -1%
> COc1cc(-c2nn3c(-c4cccnc4)nnc3s2)cc(OC)c1OC
    -1%, -5, 2%, -20%, ?, 2%
> Cc1ccc(S(=O)(=O)N2CCOCC2)cc1C(=O)OCC(=O)N1CCCC1=O
    22%, -14, ., ., ., 6%
> COC(=O)c1cc(COC(=O)c2cccnc2SC)oc1C
    -4%, -1, 10%, -15%, ?, 17%
> Cc1ccc(NC(=O)C2CCCN2S(=O)(=O)c2cccc3nsnc23)c(Br)c1 (configuration not stated)
    ., -15, ., -1%, -1%, .
> Cc1cc(NC(=O)CSc2nnc(C3CC3)n2N)no1
    -7%, -1, 2%, 7%, -10%, 12%
> Cc1nn(Cc2ccc(Cl)cc2Cl)c(Cl)c1/C=C/C(=O)OCC(=O)NCC(F)(F)F
    -18%, ?, 6%, 0%, -1%, 25%
> O=C(CN1C2=NCCCN2c2ccccc21)c1ccc2c(c1)OCO2
    11µM*, -28, 8%, -15%, -7%, 11%
> CCOc1ccc(N(CC(=O)NCc2ccccc2OC)S(C)(=O)=O)cc1
    2%, 109, 2%, 5%, -16%, -5%
> O=C(/C=C/c1ccco1)N1CCN(S(=O)(=O)c2ccc(F)c(F)c2F)CC1
    7%, 8, 5%, 5µM*, ?, 0%
> CCCNC(=O)N1[C@H]2CC[C@@H]1C(C(=O)OC)=C(c1cccc(Cl)c1)C2
    -6%, -28, ., -8%, 3%, 0%
> CN1CCN(C(=O)C2=C[C@@H](c3csc4ccccc34)C[C@@H](OCCCCO)O2)CC1
    25%, 5, -8%, 45µM*, 8%, 4%
> Clc1cc(Cl)cc(Nc2ncn[nH]2)c1
    ?, -34, -14%, -26%, -5%, 35%[activator]
> O=C1c2ccsc2SCCN1Cc1ccc(F)cc1
    4%, ?, -5%, -3%, 1%, -1%
> CSc1cccc(NCc2ccc([N+](=O)[O-])cc2)c1
    -12%, -1, ?, ., 4%, -17%
> Cn1nnnc1SCCCNCc1ccc(-c2cccc(Cl)c2)o1
    ., -1, ., ?, 0%, .

# Source: PubChem (National Center for Advancing Translational Sciences (NCATS))
